Compound activity: PubChem, National Center for Advancing Translational Sciences (NCATS)
p53 reactivator: qHTS assay for re-activators of p53 using a Luc reporter; H1299 p53-A138V BP100-luciferase reporter, luminescence, 24 h; AID 504706, 2011; Potency, µM (series often up to 92.2 µM), without a hit: at the highest dose activity change, positive = activation, actives largely listed as activators; hit rate 0.063% among 320,000; also: potency is read from the fitted curve at half-maximal effect; % of control where 0% means no effect; nearly all actives have a fitted effect of over 45% in size
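p53-null H1299 cells stably carrying temperature-sensitive p53-A138V and a BP100-luciferase reporter were pinned with compounds (4-point, 1:5 series) and held 24 hrs at 37 deg C. Luminescence was read 10 min after detection reagent.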
Rab9 promoter act: qHTS Assay for Rab9 Promoter Activators | Potency, µM (series often up to 9.22 µM), for the others: at the highest dose activation, negative = inhibition, most hits filed as activators | Huh7 Rab9 promoter-luciferase reporter, luminescence, 24 h | hit rate 2.8% among 320,000; also: potency is read from the fitted curve at half-maximal effect; % of control where 0% means no effect; nearly all actives have a fitted effect of over 60% in size
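Luminescence read-out: Huh7 cells stably expressing Rab9-luciferase, treated 24 h with compound at 37 °C, then lysed with luciferase reagent for 10 min at ambient before reading.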
ELG1 genotoxic: qHTS screen for small molecules that induce genotoxicity in human embryonic kidney (HEK293T) cells expressing luciferase-tagged ELG1; HEK293T ELG1-luciferase reporter, luminescence, 16 h; Potency, µM (top dose mostly 46 µM), inactives show at the top dose activity change, positive = activation, hits mostly activators; hit rate 1.3% among 330,000; also: potency is read from the fitted curve at half-maximal effect; % of control where 0% means no effect; nearly all actives have a fitted effect of over 60% in size
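ELG1-luciferase HEK293T cells, 2,000/well; compound pinned in; 16 hr, 37 °C, 5% CO2; ONE-Glo, 30 min RT; luminescence on CCD imager.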
Giardia killer: Small Molecules that selectively kill Giardia lamblia: qHTS | Giardia lamblia trophozoite viability | activity change, % at 7.66 µM, hits read low | hit rate 0.15% among 340,000 | AID 540267, 2011; in the data active = activity change below about -80%; inconclusive = between about -30% and that limit;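 also: parasites exposed to compound for two days anaerobically before the ATP read; % is scaled to controls: 0 for no effect and ±100 for the full control effect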
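Each well holds 100 Giardia trophozoites and compound. After two days (48 hrs) at 37 deg C in anaerobic conditions, ATP is quantified by luminescence.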
FLuc counter: qHTS profiling assay for firefly luciferase inhibitor/activator using purifed enzyme and Km concentrations of substrates (counterscreen for miR-21 project) | purified FLuc, Km substrates, luminescence inhibition | Luciferin 4-monooxygenase (Photinus pyralis), P08659 | Potency, µM (series often up to 57.5 µM), without a hit: at the highest dose activity change, negative = inhibition, most hits filed as inhibitors | hit rate 6.9% among 360,000;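 also: potency is read from the fitted curve at half-maximal effect; plate controls were vehicle for no effect and reference inhibitor for full effect; nearly all actives have a fitted effect of over 55% in size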
Target sequence (P08659 whole entry, looked up): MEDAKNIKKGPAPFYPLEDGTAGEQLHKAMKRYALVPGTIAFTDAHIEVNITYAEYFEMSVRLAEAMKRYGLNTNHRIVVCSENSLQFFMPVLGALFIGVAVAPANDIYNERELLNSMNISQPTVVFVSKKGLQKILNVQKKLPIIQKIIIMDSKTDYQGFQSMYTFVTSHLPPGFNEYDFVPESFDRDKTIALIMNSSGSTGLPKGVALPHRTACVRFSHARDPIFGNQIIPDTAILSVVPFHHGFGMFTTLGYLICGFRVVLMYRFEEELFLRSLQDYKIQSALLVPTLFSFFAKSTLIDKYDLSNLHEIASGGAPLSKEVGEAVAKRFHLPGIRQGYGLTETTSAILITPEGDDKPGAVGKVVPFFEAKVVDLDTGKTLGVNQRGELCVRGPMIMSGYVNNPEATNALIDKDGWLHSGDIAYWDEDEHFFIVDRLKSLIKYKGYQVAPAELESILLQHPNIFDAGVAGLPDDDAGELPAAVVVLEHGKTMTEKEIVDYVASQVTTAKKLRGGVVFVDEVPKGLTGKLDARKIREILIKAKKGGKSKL
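Biochemical qHTS of compounds, final roughly 60 µM downward over six points, against 10 nM purified firefly luciferase using Km concentrations of substrates (10 uM D-luciferin, 10 uM ATP) in Tris acetate pH 7.5 buffer; luminescence output.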
NPC1 promoter act: qHTS Assay for NPC1 Promoter Activators; Huh7 NPC1 promoter luciferase reporter, 24 h; Potency, µM (highest dose often 9.22 µM), for inactives: top-dose activation, hits mostly activators; hit rate 2.4% among 320,000;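 also: potency is read from the fitted curve at half-maximal effect; % of control where 0% means no effect; nearly all actives have a fitted effect of over 60% in size; reporter is driven by a mutant NPC1 promoter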
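NPC1 promoter–luciferase Huh7 cells; 24 h compound; luminescence.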
Menin-MLL TR inh: qHTS Assay for Inhibitors Targeting the Menin-MLL Interaction in MLL Related Leukemias: Competition With Texas Red Labeled MLL-derived Mutant Peptide | O00255 | Menin + Texas Red MLL mutant peptide, fluorescence polarization | Potency, µM (top dose mostly 61.6 µM), for inactives: at the top dose FP activity change, negative = inhibition, usual class: inhibitors | hit rate 0.23% among 270,000; active = well fitted inhibition curve with a large enough effect in the polarisation, with a control signal flat, not every such curve was filed as active; inconclusive = small, poorly fitted or top-dose-only effect, or effect the other way, or a change in a side signal; inactive = no such curve, though single readings can be large or run the other way; the % refers to the polarisation; also: potency is read from the fitted curve at half-maximal effect; % of control where 0% means no effect; many of its hits are not listed in these tables
RORg inh: qHTS for inhibitors of ROR gamma transcriptional activity; hit rate 5.4% among 310,000; Drosophila S2 Gal4-RORgamma UAS-luciferase reporter, 20 h; Potency, µM (doses to about 53.6 µM), without a hit: at the top dose activity change, negative = inhibition, most hits filed as inhibitors; also: potency is read from the fitted curve at half-maximal effect; % is scaled to controls: 0 for no effect and ±100 for the full control effect; nearly all actives have a fitted effect of over 60% in size
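Drosophila Schneider cells stably carrying a metallothionein-driven Gal4 DBD–ROR gamma fusion and a UAS-Photinus luciferase reporter were exposed to compound for 1 hr, then induced with copper sulfate (700 uM final) for 20 hr at ambient temperature before luminescence reading.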
PKM2 act: qHTS Assay for Activators of Human Muscle isoform 2 Pyruvate Kinase; hit rate 0.34% among 260,000; purified PKM2, Kinase-Glo ATP luminescence, activation; response scale: 0% is enzyme alone, no compound; Potency, µM (highest dose often 57.5 µM), for the others: at the top dose activation, actives largely listed as activators; also: potency is read from the fitted curve at half-maximal effect; % is scaled to controls: 0 for no effect and ±100 for the full control effect; nearly all actives have a fitted effect of over 55% in size
Target sequence (P14618 whole entry, looked up, canonical isoform): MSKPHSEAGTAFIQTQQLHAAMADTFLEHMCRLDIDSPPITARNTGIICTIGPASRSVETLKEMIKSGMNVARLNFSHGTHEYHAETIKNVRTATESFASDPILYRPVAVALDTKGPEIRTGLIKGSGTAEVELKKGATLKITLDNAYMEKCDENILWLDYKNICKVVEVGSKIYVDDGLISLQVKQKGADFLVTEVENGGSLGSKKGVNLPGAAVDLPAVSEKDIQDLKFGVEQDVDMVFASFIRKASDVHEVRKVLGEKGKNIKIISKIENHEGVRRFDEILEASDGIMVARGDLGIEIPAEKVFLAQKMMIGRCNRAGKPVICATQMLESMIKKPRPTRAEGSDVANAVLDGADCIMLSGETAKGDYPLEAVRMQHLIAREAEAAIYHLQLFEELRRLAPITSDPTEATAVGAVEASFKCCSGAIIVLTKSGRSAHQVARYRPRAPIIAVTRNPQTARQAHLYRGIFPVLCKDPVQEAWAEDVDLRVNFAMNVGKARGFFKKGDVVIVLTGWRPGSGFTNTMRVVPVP
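Purified hPK-M2 (>95% pure) converted ADP (0.1 mM final) to ATP with 0.5 mM PEP in 50 mM imidazole pH7.2, KCl, MgCl2, Tween 20, BSA; 1 h at room temperature. ATP detected by Kinase-Glo luminescence.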
BRCA1 expr up: qHTS Assay to Identify Small Molecule Activators of BRCA1 Expression; AID 624202, 2012; Potency, µM (titrated, usually from 46.1 µM), for inactives: at the top dose activation, usual class: activators; hit rate 1.1% among 380,000; MCF7-BRCA1-FFLuc reporter, luminescence, 48 h; response scale: scaled: vehicle 0%, 10 µM genistein 100%; also: potency is read from the fitted curve at half-maximal effect; nearly all actives have a fitted effect of over 80% in size; some results filed as inactive show a strong effect at the top dose
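Activators of BRCA1 expression were detected as increased firefly luciferase luminescence in engineered MCF7 cells after 48 h compound incubation. Signals were scaled to genistein 10 microM as full activation.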
Gal4-VP16 FLuc: VP16 counterscreen qHTS for inhibitors of ROR gamma transcriptional activity; Drosophila S2 Gal4-VP16 UAS-luciferase, luminescence, 20 h; hit rate 3.5% among 310,000; AID 2546, 2010; Potency, µM (doses to about 53.6 µM), without a hit: at the top dose activity, negative = inhibition, hits mostly inhibitors;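 also: Gal4-VP16 expression switched on by copper sulfate through the metallothionein promoter; potency is read from the fitted curve at half-maximal effect; % is scaled to controls: 0 for no effect and ±100 for the full control effect; nearly all actives have a fitted effect of over 50% in size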
* = called active by the depositor; ? = inconclusive; / = no result given; & = joins results of further samples; [ ] = another dose, or the depositor's remark. Unless noted, calls follow the shape of the dose curve; as a rule, active = well fitted curve in the direction sought with a large enough effect; inconclusive = small, poorly fitted or top-dose-only effect, or another doubt; inactive = no such curve, though single readings can be large; an effect the other way counts as inactive or inconclusive. A portion of the library; the hit share may differ from the screen's.

SMILES | p53 reactivator | Rab9 promoter act | ELG1 genotoxic | Giardia killer | FLuc counter | NPC1 promoter act | Menin-MLL TR inh | RORg inh | PKM2 act | BRCA1 expr up | Gal4-VP16 FLuc
CN(c1ccccc1)S(=O)(=O)c1cccc2ccccc12 | -0.2% | 0.2% | -6.2% | 2.8 | -9.8% | -1.1% | 19.8% | 2.5% | -0.5% | 0.0% | 1.2%
COc1ccc(OC)c(S(=O)(=O)N2CCCC(C(=O)N3CCC(C(N)=O)CC3)C2)c1 (stereo not drawn) | 1.6% | 1.8% | -3.8% | 3.6 | 2.9% | -2.3% | / | / | / | -6.4% | /
Cc1cc(C)c(NC(=O)C2CCCN2C)c(C)c1 (stereo not drawn) | 0.0% | -1.3% | 0.1% | 3.6 | -0.4% | -1.3% | -1.4% | -27.1% | -1.7% | 1.9% | 10.6%
Cc1ccc(OCc2nc(-c3ccccc3)no2)cc1 | 17.6% | 3.98µM* | ? | 16.7 | 7.57µM* | ? | / | 18.9% | 1.9% | 8.91µM* | 5.9%
Oc1ccccc1CNc1ccc2c(c1)OCCO2 | 11.0% | 3.55µM* | ? | -4.7 | 12µM* | 14.4% | 17.9% | 14.7% | -1.0% | 38.8% | -15.6%
CC1=C(C(=O)OC2CCCCC2)C(c2ccco2)C2=C(CC(C)(C)CC2=O)N1 (stereo not drawn) | -5.0% | 0.3% | -9.9% | 2.1 | 3.3% | 1.5% | -11.1% | 9.1% | 1.3% | -57.1% | -1.9%
CCOc1ccc(/C=C/C(=O)c2ccccc2)cc1OC | ? | ? | ? | -4.1 | 4.26µM* | ? | 17.5% | -24.1% | 1.4% | 56.8% | 2.6%
COC(=O)c1cccc(NC(=O)CCc2c(C)noc2C)c1 | -4.5% | -0.7% | 1.8% | 9.2 | 2.3% | 2.2% | / | / | / | -17.8% | /
CCOc1cc(NC(=S)NC)c(OCC)cc1NC(=O)c1ccco1 | -20.5% | 0.3% | -1.4% | 16.2 | -2.4% | -5.7% | 2.2% | -10.5% | -1.6% | -21.7% | -17.1%
CCCN1C(=O)/C(=C\c2nc3ccccc3c(=O)[nH]2)c2ccccc21 | 1.8% | -4.0% | 12.2% | -19.3 | -1.1% | -4.4% | -14.8% | -3.1% | 5.1% | -30.6% | -7.9%
COc1cccc(NC(=O)CN(c2ccc([N+](=O)[O-])cc2)S(=O)(=O)c2ccccc2)c1 | -5.8% | -4.0% | -3.9% | -0.1 | 0.1% | -2.7% | ? | ? | 3.98µM* | 0.1% | -8.8%
CN(C(=O)CCCN1C(=O)c2cccc3cccc(c23)C1=O)c1ccccc1 | -2.6% | -1.5% | -0.8% | -3.6 | -0.9% | -2.7% | 5.6% | 9.1% | -0.9% | -55.3% | 3.9%
C#CCOCCOCCOCCNc1nc(N2CCN(C(=O)CCCCCCCCCCNC(=O)[C@H](CCCCN)n3cc(CCO)nn3)CC2)nc(N2CCN(C(=O)CCCCCCCCCCNC(=O)[C@H](CCCCN)n3cc(CCCC(=O)O)nn3)CC2)n1 | 7.0% | -2.5% | -0.7% | -7.1 | 6.5% | -3.9% | / | / | / | -1.5% | /
O=C(O)c1ccccc1-c1ccccc1C(=O)NCc1cccc(C(F)(F)F)c1 | 1.1% | -5.4% | 0.8% | -15.4 | -9.4% | -4.1% | 23.1% | 4.0% | -3.7% | ? | -18.6%
Cc1cc(C)c(OCC(=O)Nc2ccc(S(=O)(=O)N3CCOCC3)cc2)c(C)c1 | 15.4% | 0.7% | 15.0% | 25.0 | -1.6% | 0.3% | / | 11.2µM* | 5.3% | -23.9% | ?
CC(C)(C)C(=O)Nc1ccc(Sc2ccc([N+](=O)[O-])cc2)cc1 | 9.0% | -3.9% | -9.0% | 2.4 | -0.8% | -3.4% | ? | ? | 0.2% | -72.3% | ?
O=C(COC(=O)/C=C/c1ccccc1)NNC(=O)c1ccc([N+](=O)[O-])cc1 | 2.9% | 0.4% | -3.4% | -12.2 | 4.8% | 0.6% | / | / | / | -3.6% | /
CCn1c(SCC(=O)N/N=C(\C)c2ccncc2)nnc1-c1ccc(C)cc1 | -1.2% | -0.3% | -3.9% | -15.7 | -7.2% | 3.3% | / | -21.3% | -0.6% | -9.3% | 7.3%
CN(CC(=O)Nc1cccc(F)c1)C(=O)C1CC(=O)N(Cc2ccccc2)C1 (stereo not drawn) | 18.3% | 8.0% | 1.0% | 7.0 | 3.5% | -3.4% | / | 20.4% | -1.0% | -0.7% | 8.7%
COC(=O)NNC(=S)NCc1ccccc1 | 13.0% | 0.0% | 1.1% | 21.5 | -0.4% | -0.2% | -1.3% | ? | -7.1% | -1.7% | -4.6%
Cc1ccc(/C=C2/Sc3ccc(C(=O)NCc4ccccn4)cc3NC2=O)cc1 | -0.6% | -0.5% | 1.3% | -9.6 | ? | -3.2% | / | ? | / | 14.7% | -18.0%
Cc1ccc2nc(Nc3nc(CSc4nnc(C)s4)cc(=O)[nH]3)nc(C)c2c1 | 5.9% | -3.4% | 5.4% | -10.5 | 9.53µM* | -1.6% | -26.9% | 16.7% | -0.9% | -51.1% | -4.5%
Clc1cccc(CN2CCCCCCC2)c1Cl | -2.3% | -8.9% | 1.1% | -9.9 | 6.0% | -1.0% | -13.7% | -1.7% | 3.1% | -1.4% | -2.4%
CC1CCN(c2c(NCc3ccc(C(=O)NCc4ccco4)cc3)c(=O)c2=O)CC1 | -1.7% | -6.1% | 3.0% | 10.8 | 1.8% | -4.0% | 2.4% | 8.7% | -0.8% | -8.1% | -7.2%
Cc1nc2ccccn2c1P(=O)(N1CCCCC1)N1CCCCC1 | -2.9% | 7.6% | 1.1% | 7.8 | 0.6% | -5.0% | -1.2% | -3.7% | 0.2% | -1.7% | -6.9%
O=C(Nc1nnc(CCc2ccccc2)s1)c1ccccc1 | 20.3% | ? | ? | 6.1 | ? | ? | 0.9% | ? | 2.1%[11.5 µM] | ? | ?
O=C(CSc1nc2cc([N+](=O)[O-])ccc2n1-c1ccc(F)cc1)NC1CCS(=O)(=O)C1 (stereo not drawn) | -6.5% | 0.8% | -0.8% | -8.8 | 3.1% | -3.7% | -2.3% | -3.3%[10 µM] | 5.2% | -31.9% | -4.1%
Cc1cc(C(=O)COC(=O)c2ccc[nH]c2=O)c(C)n1C | ? | 29.8% | ? | -0.1 | 9.53µM* | 21.6% | -23.1% | ? | -1.6% | 69.1% | ?
O=C(c1cc(-c2ccc(F)cc2)on1)N1CCN(c2ccc(F)cc2)CC1 | -1.8% | -3.9% | 1.2% | 7.5 | 7.2%&0.7% | -6.0% | 12.2% | -18.0% | 0.2% | -4.1% | -3.6%
COc1cccc(NC(=O)COC(=O)c2c(F)cccc2Cl)c1 | 9.5% | ? | ? | -2.5 | ? | 16.9% | 28.4% | 18.7% | 2.8% | -1.6% | -0.6%
CNC(=O)c1ccsc1NC(=O)CS(=O)(=O)c1ccc(Cl)cc1 | -5.5% | -9.8% | -2.3% | 8.0 | 0.8% | 2.8% | / | 9.4% | / | 1.6% | 6.6%
CC1CCCC(C)N1S(=O)(=O)c1ccc(S(=O)(=O)N2CCOCC2)cc1 (stereo not drawn) | -5.9% | -1.9% | 2.8% | -29.2 | 0.2% | 1.0% | / | 3.1% | -4.1% | 15.6% | 1.5%
COc1ccc(OC)c(C2C(C(=O)O)c3ccccc3C(=O)N2C)c1 (stereo not drawn) | -0.9% | 7.8% | 2.0% | 14.3 | 0.4% | 0.1% | 2.2% | 8.7% | -20.6% | -24.8% | 4.0%
COc1cccc(NC(=O)N2CCC(NC(=O)C3CCCCC3)CC2)c1 | 5.5% | 0.7% | 2.5% | 10.1 | 3.7% | 0.9% | 4.3% | 11.8% | -5.7% | -6.9% | 13.6%
O=C(O)CCCCCNS(=O)(=O)c1ccc2c3c(cccc13)C(=O)N2 | 23.8% | 4.5% | -13.9% | -9.1 | 2.7% | -5.2% | ? | 14.7% | 0.0% | -18.3% | -2.3%
